High-throughput results: PubChem, Dana-Farber Cancer Institute and Novartis Institutes for BioMedical Research (Cambridge, Mass)
OTUD3 block = human OTUD3 deubiquitinase inhibition. AID 1645858. purified OTUD3, Ub-rhodamine fluorescence, 2 h. Q5T2D3. inhibition, % at 25 µM. hit rate 0.7% among 47,000
Target sequence (Q5T2D3 whole entry, looked up): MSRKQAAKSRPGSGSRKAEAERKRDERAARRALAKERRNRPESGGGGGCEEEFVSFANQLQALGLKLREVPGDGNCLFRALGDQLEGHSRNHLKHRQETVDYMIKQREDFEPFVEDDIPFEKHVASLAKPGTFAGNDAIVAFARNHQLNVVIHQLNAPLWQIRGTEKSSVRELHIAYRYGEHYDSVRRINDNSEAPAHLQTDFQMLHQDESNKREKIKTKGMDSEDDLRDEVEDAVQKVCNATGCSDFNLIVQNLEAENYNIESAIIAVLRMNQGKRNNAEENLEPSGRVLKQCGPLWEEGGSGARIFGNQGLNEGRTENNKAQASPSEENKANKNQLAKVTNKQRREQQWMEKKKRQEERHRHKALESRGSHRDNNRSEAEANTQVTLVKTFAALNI
UCHL1 inh = inhibitors of human UCHL1 deubiquitinase. purified UCHL1, Ub-rhodamine cleavage fluorescence. inhibition, % at 20 µM. hit rate 0.2% among 47,000. AID 1645859
USP17 block = human USP17-like deubiquitinase inhibition; inhibition, % at 50 µM; purified USP17, Ub-rhodamine cleavage fluorescence, 3 h; AID 1645855; hit rate 6.5% among 47,000
USP7 inh = blocks human USP7 ubiquitin-rhodamine cleavage; Q93009; purified USP7, Ub-rhodamine cleavage fluorescence; inhibition, % at 20 µM; hit rate 0.3% among 47,000; AID 1645854
USP10 inh = inhibitors of human USP10 deubiquitinase | Q14694 | purified USP10, Ub-rhodamine fluorescence, 60 min | inhibition, % at 20 µM | hit rate 1.1% among 47,000 | AID 1645856
USP28 block = blocks human USP28 ubiquitin-rhodamine cleavage. Q96RU2. purified USP28, Ub-rhodamine cleavage fluorescence, 30 min. inhibition, % at 25 µM. hit rate 3% among 47,000. AID 1645857
USP8 block = blocks human USP8 ubiquitin-rhodamine cleavage; inhibition, % at 20 µM; purified USP8, Ub-rhodamine cleavage fluorescence, 30 min; P40818; hit rate 4.2% among 47,000
USP30 inh = inhibitors of human USP30 deubiquitinase; Q70CQ3; purified USP30, Ub-rhodamine cleavage fluorescence; inhibition, % at 25 µM; hit rate 5.3% among 47,000; AID 1645860
Target sequence (Q70CQ3 whole entry, looked up): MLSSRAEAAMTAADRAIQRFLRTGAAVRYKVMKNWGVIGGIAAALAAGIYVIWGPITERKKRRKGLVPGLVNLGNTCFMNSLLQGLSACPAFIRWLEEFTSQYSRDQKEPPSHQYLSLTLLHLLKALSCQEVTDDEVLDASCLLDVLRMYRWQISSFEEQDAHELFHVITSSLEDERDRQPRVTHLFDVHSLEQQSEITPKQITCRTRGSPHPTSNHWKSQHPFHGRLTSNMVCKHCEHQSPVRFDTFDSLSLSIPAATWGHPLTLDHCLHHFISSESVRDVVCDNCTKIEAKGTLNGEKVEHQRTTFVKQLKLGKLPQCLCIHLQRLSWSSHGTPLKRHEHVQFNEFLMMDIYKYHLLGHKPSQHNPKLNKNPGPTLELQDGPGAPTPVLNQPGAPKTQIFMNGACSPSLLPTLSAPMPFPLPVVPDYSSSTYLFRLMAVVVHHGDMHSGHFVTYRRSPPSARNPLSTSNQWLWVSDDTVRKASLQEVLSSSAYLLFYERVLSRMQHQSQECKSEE
Numbers without * were called inactive; i = inactive; . = not tested or not shown. No stated cut-off is given here; in the data, active means inhibition above about 30%; inactive means the rest.

Values in the order – OTUD3 block, UCHL1 inh, USP17 block, USP7 inh, USP10 inh, USP28 block, USP8 block, USP30 inh
> COc1ccc(S(=O)(=O)N2CCC(c3nccc(C)n3)C2)cc1 (stereo not drawn)
  -3.7, -5.0, -8.4, -7.8, -0.7, -21.3, 2.1, -18.5
> Cc1cccc(OCC(=O)NCC2(N3CCOCC3)CCCCC2)c1
  -2.0, -2.4, -7.4, -1.4, 3.0, -11.2, -4.5, 2.3
> Cn1c(=O)c2c(c3ccccc31)O[C@](C)(CO)C(O)C2 (stereo partly drawn)
  7.0, 1.6, 14.1, 7.7, 0.8, 7.5, 12.3, 19.4
> CCc1cc(C(=O)Nc2c(C)nn(Cc3ccc(F)cc3)c2C)no1
  0.8, 1.0, 7.1, 1.6, 4.9, 5.5, 3.2, 13.8
> Cc1ccc(CN2C[C@H]3NC(=O)c4ccccc4C(=O)[C@@]3(C)C2)s1
  -0.1, -2.2, 2.7, -1.4, -0.8, 0.9, 7.2, 11.4
> C[C@@H]1/C=C/CC/C=C/C(=O)[C@H](C)[C@@H]2CC[C@@H](C)[C@@](O)(O2)C(=O)C(=O)N2CCCC[C@H]2C(=O)O[C@H]([C@H](C)C[C@@H]2CC[C@@H](O)[C@H](O)C2)CC1
  43.2*, 8.8, 82.0*, 11.0, 8.3, 97.4*, 11.5, 92.6*
> C/C=C/c1cc2c(c(=O)o1)C(=O)[C@H](O)[C@@H](C)O2
  -1.8, -20.2, 0.0, -14.6, -4.4, -5.1, -126.4, -41.2
> Cc1c(Cl)cccc1S(=O)(=O)N1CCCC(c2nnc(C(F)(F)F)o2)C1 (stereo not drawn)
  -5.5, 0.0, -7.9, -8.2, 1.0, -9.7, -1.0, -12.6
> O=C1CCc2cc(S(=O)(=O)Nc3ccc(F)cc3)cc3c2N1CCC3
  -5.1, 0.3, -2.0, -9.1, 1.4, 0.9, -1.3, 0.2
> COc1ccc(NC(=O)c2cccc(-n3c(C)ccc3C)c2)c(OC)c1
  -73.8, -28.6, -24.4, -29.4, -8.2, -125.2, 9.9, -340.3
> O=c1c(S(=O)(=O)c2cc(F)cc(F)c2)c[nH]c2cc(Cl)ccc12
  4.4, 7.7, 51.6*, 26.1, 22.4, 0.8, 79.9*, 28.8
> Cc1ccc(NC(=O)c2cc(-c3ccccc3)n(-c3ccccc3)c2C)cc1
  19.3, 5.6, 2.7, 9.6, 4.7, 14.1, -11.4, 27.9
> COc1ccccc1CNS(=O)(=O)c1cc(-c2[nH]ncc2C(=O)N(C)C)oc1C
  2.2, -3.2, 5.7, 1.2, -1.3, -3.1, -12.7, -3.9
> O=C(C1CCC1)N1CCCC(c2ccnc(Nc3ccccc3)n2)C1 (stereo not drawn)
  -4.2, -0.4, -9.8, -12.8, -0.8, 0.1, -19.2, -5.5
> C/C=C(\C)C(O)C(C)/C=C(C)/C=C/C/C(C)=C/Cc1oc(OC)c(C)c(=O)c1C (stereo not drawn)
  -12.9, -3.1, -17.9, -8.1, -11.2, -12.3, -43.2, -34.1
> O=C(c1ccsc1)N1CCC2(C1)Nc1cccnc1NC2=NC1CCCC1 (stereo not drawn)
  -188.7, -40.8, -166.1, -38.8, -6.8, -287.2, -304.9, i
> O=C(O)C1CCN(c2nccc(N3CCCC3)n2)CC1
  -11.8, -1.3, -17.7, -0.8, -1.0, -17.3, -4.1, -18.8
> CC(C)N1CC2CN(Cc3ccc(F)cc3)CCN2Cc2ccccc21 (stereo not drawn)
  -204.2, -39.5, -179.8, -44.4, -5.3, -247.8, -228.0, i
> c1coc(CNc2nnc(-c3nc(C4CC4)no3)c3ccccc23)c1
  -7.6, -0.8, 1.4, -4.5, 0.6, 1.3, 2.9, -19.0
> Cc1cc(N2CCN(C)CC2)n2nc(CN3CCC4(CC3)OCCO4)nc2n1
  -13.7, -7.5, -15.0, 2.6, -9.5, -18.1, 0.5, -34.8
> CC(C)c1ncc2c(n1)C1(CCN(CC3CC=CCC3)CC1)OCC2 (stereo not drawn)
  -9.3, 1.0, -16.8, -1.3, -2.4, -11.5, 3.2, -13.9
> Cc1ccc2c(Nc3ccc(F)c(C)c3)c(-c3nc(C)no3)cnc2n1
  -9.5, -4.8, -8.0, -5.3, -2.5, 14.3, -11.4, -12.7
> Cc1ccc2c(c1)c(=O)cc(C(F)(F)F)n2C[C@H]1CCCN1C(=O)C1CCCC1
  -0.4, 2.5, 4.2, 1.6, 3.2, 19.5, 3.1, 11.4
> Cc1ccc2c(c1)c1c(n2CCN(Cc2ccccc2)Cc2ccccc2)C(O)CCC1 (stereo not drawn)
  0.1, 2.5, -10.0, 7.3, 3.3, -7.5, -0.5, -12.1
> Cc1cc2nc(N3CCN(S(=O)(=O)c4ccc(C)c(C)c4)CC3)c3ccccc3n2n1
  -1.6, 5.7, -0.5, 3.7, 4.5, -0.1, -5.4, -5.0
> CCc1nnc(-c2ccc3ccn(CC(=O)Nc4ccccn4)c3c2)o1
  0.1, -0.9, -3.0, -2.1, 0.0, 0.5, -4.4, 4.8
> O=C(CCc1nc(CSc2nc3ccccc3[nH]2)no1)Nc1ccc(F)cc1F
  10.4, 3.5, 7.1, -3.3, 2.6, 9.9, 2.2, 15.0
> COc1ccc2c(c1)C[C@@H](c1cccnc1)N[C@H]2c1cccc(F)c1
  4.5, 1.2, 4.3, -3.3, -0.1, 4.8, 16.2, 13.7
> Cc1sc(NC(=O)c2ccc(S(=O)(=O)N(C)C)cc2)c(C(N)=O)c1C
  -10.4, -1.2, ., 0.2, -7.5, -10.9, -4.7, 3.8
> O=C(CSc1cc(N2CCCCC2)ncn1)NC1CCCC1
  4.4, 2.1, 6.4, -4.8, 1.6, 3.9, 3.6, 17.6
> CCCCn1c(CCC(=O)Nc2ccc(N3CCOCC3)cc2)nc2cc(S(=O)(=O)N3CCOCC3)ccc21
  -20.9, 0.1, -0.6, -1.5, -3.0, 11.7, -71.1, -24.5
> CS(=O)(=O)N(CC(=O)N1CCC(Cc2ccccc2)CC1)c1ccccc1Cl
  3.9, 4.2, 4.2, 5.4, -0.4, 9.2, -0.3, 17.3
> O=C(O)C(c1c[nH]c2cc(OCc3ccccc3)ccc12)N1CCCC1 (stereo not drawn)
  -0.1, -1.8, 0.8, -8.8, -2.8, 1.8, 5.5, -2.0
> CCCC(=O)N1CC(C(=O)Nc2ccc(F)cc2)C2(CCOCC2)C1 (stereo not drawn)
  -5.6, -0.4, -5.8, -0.1, 0.6, -7.3, -7.3, -0.6
> CC(OCCN1CCCC1)(c1ccc(F)cc1)c1ccc(F)cc1
  -5.3, 0.1, -12.1, -43.5, 0.0, -0.6, -11.7, 0.8
> CCC(C)(C)NC(=O)c1ccc(-c2nc(-c3ccccc3)no2)cc1
  15.5, 3.7, 6.4, 0.9, 3.7, 6.1, -4.4, 20.0
> CC(=O)N[C@@H]1C[C@H](c2ccc(-c3ccccc3)cc2)OC2(CCN(C(C)=O)CC2)C1
  -0.6, 3.0, -0.7, 0.0, -1.7, -0.4, -6.8, 8.2
> Cc1cc(-c2cnc(NC3CC3)nc2-c2ccc(C)o2)on1
  8.6, 2.9, 0.4, 3.0, 2.0, 1.9, -3.4, 8.4
> O=C(CCCC(=O)c1ccccc1)Nc1ccc(O)cc1
  8.2, 0.3, 11.8, 2.3, 0.1, 13.0, 34.8*, -8.6
> O=C(Nc1c2c(nn1-c1ccc(F)cc1)CS(=O)(=O)C2)C1CCCCC1
  3.8, 1.5, 6.6, -89.1, 0.6, 6.4, 2.9, 8.7
> Cn1ccnc1C(=O)N1CCC[C@@]2(C[C@@H](Oc3ccc(F)c(Cl)c3)CO2)C1
  -7.2, -4.3, -6.4, -4.1, -0.9, -10.3, -3.2, -9.4
> NS(=O)(=O)c1ccc(CCNC(=O)CSc2nnc(-c3ccccc3F)n2CCc2ccccc2)cc1
  -0.1, -1.6, -3.3, -6.7, -3.2, -0.1, -10.0, 0.1
> Cc1cc(-c2ncc[nH]2)nc(C2CCN(C(=O)C(C)C)CC2)n1
  12.8, 0.3, 11.4, 4.4, -0.1, 1.9, 2.0, 11.0
> Cc1ccc(N2CCN(C(=O)c3noc4c3CCc3sccc3-4)CC2)c(C)c1
  0.9, 3.3, 2.3, -0.3, 10.8, -7.5, 2.0, 7.0
> COc1ccc(C(CNC(=O)c2cc(-c3ccc(C)c(C)c3)on2)N2CCOCC2)cc1 (stereo not drawn)
  15.3, 1.3, 20.7, 4.6, 0.4, 11.4, 8.8, 35.4*
> COc1cc(C2CC(=O)Nc3cc4c(cc32)OCO4)ccc1O (stereo not drawn)
  -1.6, -1.1, -1.8, -4.1, 0.7, -3.1, 5.0, -1.2
> O=C(Nc1ccc2nc(N3CCOCC3)sc2c1)c1ccncc1
  -4.3, 0.1, -7.1, -0.6, -3.4, 0.2, -4.8, -8.9
> O=C(CO)N1CCc2nc3ccccc3n2C(Cc2ccccc2)C1 (stereo not drawn)
  12.2, 0.1, 7.2, -0.3, 0.3, 2.0, 1.1, 10.0
> COc1ccc(CNC(=O)C2CCN(CC3CC=CCC3)CC2)cc1 (stereo not drawn)
  0.5, -1.6, 0.0, -0.9, -1.1, ., -4.2, .
> COc1ccccc1NC(=O)c1cc(S(=O)(=O)N2CCCC2)ccc1Cl
  -1.1, -0.2, 0.3, -0.1, 2.2, 1.7, -2.2, -6.6
> Cc1cncc(C2CCN(C(=O)c3n[nH]c4ccccc34)CC2)n1
  -0.4, -1.8, -2.7, 1.1, -0.4, 0.9, -13.4, -16.1
> Cc1c(N2CCN(C(=O)c3ccncc3)CC2)c(=O)n(C)c(=O)n1-c1ccccc1
  4.9, -3.2, 14.5, 4.2, -1.4, 5.8, -15.3, 22.8
> O=C(Oc1ccc(F)cc1)c1cc(-c2ccc3c(c2)OCCO3)on1
  6.6, 0.1, 4.4, -90.6, 1.2, 2.3, 55.1*, 0.0
> CN(C)C(=O)N1CCN(S(=O)(=O)Cc2ccccc2)CC2(CNC(=O)C2)C1 (stereo not drawn)
  18.1, 1.6, 0.9, 5.0, 0.0, 11.4, -26.9, 16.6
> Cc1ccc(C)c(S(=O)(=O)Nc2cc(-c3ccncc3)no2)c1
  9.7, 0.7, 9.3, 3.2, 4.2, 9.5, 0.2, 14.8
> COc1ccccc1-c1nnc(-c2cccc(S(=O)(=O)N3CCOCC3)c2)o1
  -7.4, -2.0, -2.2, 0.0, 0.1, -4.1, -3.0, -1.6
> Cc1cccc(C(=O)Nc2ccc(S(=O)(=O)N3CCOCC3)cc2)c1[N+](=O)[O-]
  -3.3, -1.8, -68.0, -8.4, -1.5, 0.2, -81.9, -15.4
> O=c1c2nnn(-c3cccc(Cl)c3)c2ncn1Cc1nc(-c2ccc(F)cc2)no1
  -121.3, -19.1, -124.2, -14.3, -10.4, -240.1, -32.5, i
> Cc1cc(OCC(=O)Nc2cccc(C#N)c2)nc(N2CCCC(C)C2)n1 (stereo not drawn)
  1.3, 1.9, 3.9, -3.0, 1.1, 7.2, 3.5, 0.0
> O=C(Nc1cccnc1)N1C[C@@H]2c3nccn3-c3ccccc3[C@@H]2C1
  -11.4, -3.7, -8.2, -9.4, -5.2, -5.6, -2.4, -34.0
> Cc1sc(NC(=O)c2ccc3ccccc3c2)nc1-c1ccc2c(c1)CCN2C(=O)c1ccccc1F
  7.9, 6.7, 7.1, 5.5, 6.8, 4.8, 3.8, 12.6
> COc1cccc(CN2C(=O)c3ccccc3Sc3ccc(C(=O)NC4CCCC4)cc32)c1
  10.6, 7.9, 8.7, 12.7, 7.9, 19.9, 18.1, 22.0
> CCn1nccc1C1CCCN1C(=O)C12CC3CC(CC(C3)C1)C2 (stereo not drawn)
  -2.1, -1.2, 4.8, -1.0, 0.2, 0.0, -17.0, 0.1
